# Scp-1 inhibitor: Scp-1 phosphatase inhibitors, primary screen, biochemical, colorimetric, uHTS | Recombinant Scp1, phosphopeptide, malachite green phosphate absorbance | inhibition, % at 20 µM | hit rate 0.88% among 340,000 | AID 493091, 2011;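 active = inhibition above about 50% at 20 µM, limit read from the data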;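 note: plate controls were DMSO wells with enzyme for no effect and wells lacking enzyme for full effect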
#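 Material: truncated SCP-1 phosphatase (76-261aa) / Buffer or medium: 50 mM Tris acetate pH 5.5, 0.005% Tween-20, 10 mM MgCl2 / Compound dosing: one concentration, 20 µM, with 1.0% DMSO / Incubation: 45 min room-temperature reaction, 5 min colour, 30 min stabiliser / Detection: colorimetric free-phosphate detection, absorbance 630 nm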
# SUMO1 PPI mod: modulators of SUMO1 protein-protein interactions, primary screen, biochemical, uHTS; Small ubiquitin-related modifier 1 (Homo sapiens), P63165; SUMO1 binding to a labelled peptide, TR-FRET, 1 h; inhibition, % at 20 µM; hit rate 0.33% among 360,000; AID 602429, 2012; in the data active = inhibition above about 37%
# Target sequence (P63165 whole entry, looked up): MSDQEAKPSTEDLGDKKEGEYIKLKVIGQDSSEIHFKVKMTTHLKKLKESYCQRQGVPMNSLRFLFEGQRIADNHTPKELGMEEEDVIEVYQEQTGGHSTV
# DNMT1 block: human DNMT1 methyltransferase inhibitors, primary screen, biochemical, molecular beacon, fluorescence, HinP1I cleavage, uHTS. inhibition (reported as % activation of signal), % at 10 µM. hit rate 0.83% among 360,000. AID 588458, 2011; in the data active = inhibition above about 50%
# Rpn11 block: Rpn11 (PSMD14) deubiquitinase inhibitors, primary screen, biochemical, fluorescence polarization, uHTS. 26S proteasome non-ATPase regulatory subunit 14 (Homo sapiens), O00487. human 26S proteasome, Ub4-pepOG fluorescence polarization; 20S core pre-blocked with epoxomicin. calls only at 20 µM. hit rate 0.59% among 360,000;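 active = inhibition at 20 µM, scaled to each plate's controls, above about 33%, limit read from the data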
# Target sequence (O00487 whole entry, looked up): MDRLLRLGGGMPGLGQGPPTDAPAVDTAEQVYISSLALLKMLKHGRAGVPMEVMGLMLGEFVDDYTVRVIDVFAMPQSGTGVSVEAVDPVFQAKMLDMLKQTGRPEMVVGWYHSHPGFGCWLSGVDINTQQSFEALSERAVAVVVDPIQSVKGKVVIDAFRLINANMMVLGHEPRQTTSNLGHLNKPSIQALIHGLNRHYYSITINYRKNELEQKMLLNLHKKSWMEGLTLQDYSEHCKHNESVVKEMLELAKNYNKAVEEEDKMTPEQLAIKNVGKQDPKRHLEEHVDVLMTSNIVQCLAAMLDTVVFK
# STEP block: STEP phosphatase inhibitors, primary screen, biochemical, fluorescence intensity, uHTS | Tyrosine-protein phosphatase non-receptor type 5 (Homo sapiens), P54829 | recombinant STEP, OMFP fluorogenic substrate | inhibition, % at 20 µM | hit rate 0.25% among 360,000 | AID 588621, 2011;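 active = inhibition at 20 µM, scaled per plate between control wells, above about 37%, limit read from the data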;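 note: 0% = DMSO with enzyme and substrate and 100% = substrate only without enzyme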
#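 Material: STEP (striatal-enriched tyrosine phosphatase) enzyme, cell-free | Medium: 50 mM Bis-Tris pH 6.0 with 2.5 mM DTT and 0.005% Tween 20 | Read-out: Percent inhibition scaled to no-enzyme and uninhibited-enzyme controls, plate-pattern corrected | Signal: Fluorescence read at 480 nm ex / 540 nm em | Times: 20 min reaction, room temperature, in the dark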
# LMPTP block: LMPTP phosphatase inhibitors, primary screen, biochemical, fluorescence intensity, uHTS; Low molecular weight phosphotyrosine protein phosphatase (Homo sapiens), P24666; recombinant LMPTP-A, OMFP fluorogenic substrate; inhibition, % at 20 µM; hit rate 0.22% among 360,000;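 active = compounds that cut the enzyme signal by at least half of the control window in the single-dose screen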;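 note: plate controls were DMSO wells with enzyme plus substrate for no effect and substrate without enzyme for full effect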
#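 Buffer or medium: Bis-Tris pH 6.0, DTT, detergent; Assay system: LMPTP-A enzyme; Quantity: 0.625 nM enzyme; Detection: endpoint fluorescence intensity; Times: 50 min dark incubation at room temperature; Controls: substrate-only low control, DMSO enzyme-plus-substrate high control; Doses: single 20 µM dose; Read-out: percent inhibition versus substrate-only and uninhibited controls; Reagent: 400 µM OMFP.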
# PABP1 MLLE inh: inhibitors of PABP1 MLLE–PAM2 peptide binding, primary screen, biochemical, fluorescence polarization, FITC-PAM2, GST-MLLE | Polyadenylate-binding protein 1 (Homo sapiens), P11940 | inhibition, % at 20 µM | hit rate 0.36% among 360,000; in the data active = inhibition above about 35%, passing the limit was not always enough;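 note: plate controls were DMSO wells with GST-MLLE for no effect and wells lacking GST-MLLE protein for full effect; some results filed as inactive read as strong as hits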
# Target sequence (P11940 whole entry, looked up): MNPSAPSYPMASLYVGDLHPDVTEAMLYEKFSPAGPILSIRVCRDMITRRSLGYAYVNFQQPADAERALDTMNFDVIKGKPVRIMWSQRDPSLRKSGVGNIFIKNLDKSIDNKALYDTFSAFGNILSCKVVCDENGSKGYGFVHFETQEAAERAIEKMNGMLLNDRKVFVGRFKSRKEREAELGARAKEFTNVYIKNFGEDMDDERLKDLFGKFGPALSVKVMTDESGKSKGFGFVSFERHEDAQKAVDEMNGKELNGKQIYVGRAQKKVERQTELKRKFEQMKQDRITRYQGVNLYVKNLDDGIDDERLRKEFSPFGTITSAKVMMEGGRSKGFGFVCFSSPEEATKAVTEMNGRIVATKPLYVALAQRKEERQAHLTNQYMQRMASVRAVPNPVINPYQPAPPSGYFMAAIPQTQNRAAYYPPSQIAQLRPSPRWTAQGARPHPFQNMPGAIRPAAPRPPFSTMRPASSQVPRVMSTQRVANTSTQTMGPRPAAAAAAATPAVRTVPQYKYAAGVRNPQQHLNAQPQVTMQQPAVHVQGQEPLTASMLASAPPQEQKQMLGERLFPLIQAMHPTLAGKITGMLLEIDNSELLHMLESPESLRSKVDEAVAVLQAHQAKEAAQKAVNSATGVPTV
# CSN deneddyl inh: inhibitors of CSN-mediated cullin deneddylation, primary screen, biochemical, fluorescence polarization, uHTS. COP9 signalosome complex subunit 5 (Homo sapiens), Q92905. Purified CSN, SCF-Nedd8-OG deneddylation. inhibition, % at 12.5 µM. hit rate 0.38% among 360,000. AID 651999, 2013;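 active = pattern-corrected inhibition above about 35%, with an unprinted fluorescence ratio check between 0.5 and 1.5, limit read from the data, passing the limit was not always enough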;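 note: 0% = enzyme with substrate and 100% = substrate without enzyme; some results filed as inactive read as strong as hits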
#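 Test system: Human Csn5 produced in HEK293T cells | Compound: 12.5 µM single point | Times: 90 min, room temperature | Signal: Fluorescence polarization readout | Read-out basis: % inhibition of substrate cleavage by Csn5 | Controls: no-enzyme wells high, enzyme-with-substrate wells low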
# NadD inh: inhibitors of S. aureus NadD, primary screen, biochemical, colorimetric, uHTS. purified NadD enzyme, colorimetric absorbance read-out. inhibition, % at 20 µM. hit rate 0.78% among 360,000. AID 602399, 2012; in the data active = inhibition above about 26%; note: some compounds past the cut are filed as inactive
# Tb MetRS inh: T. brucei MetRS inhibitors, primary screen, biochemical, luminescence; methionyl-tRNA synthetase (Trypanosoma brucei brucei); purified T. brucei MetRS, ATP depletion, Kinase-Glo luminescence; hit rate 0.4% among 360,000; inhibition, % at 11.9 µM;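 active = inhibition above a per-plate cutoff of the control wells' mean inhibition plus 3 SD, cut at about 5.5% in these data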;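 note: 0% = DMSO wells median and 100% = median of wells with control inhibitor compound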
#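 Material – parasite MetRS enzyme · Medium – HEPES-MgCl2-KCl buffer plus DTT, spermine, BSA, pyrophosphatase · Reagent – ATP, methionine and E. coli bulk tRNA substrates · Times – 15 min enzyme-compound preincubation, 2 h reaction, 10 min detection, 25 °C · Measured by – luminescence of leftover ATP · Evaluation – percent inhibition relative to median high and low control wells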
# * = called active by the depositor; i = inactive; / = not tested or not shown.
SMILES,Scp-1 inhibitor,SUMO1 PPI mod,DNMT1 block,Rpn11 block,STEP block,LMPTP block,PABP1 MLLE inh,CSN deneddyl inh,NadD inh,Tb MetRS inh
Cc1cc2c(cc1C)-n1nnnc1C(N1CCN(c3ncccc3C#N)CC1)C(=O)N2 (centres undefined),/,-3,/,/,/,-1.2,/,-2,/,-0.6
COc1ccc(OCCN2CCN(C(=O)c3ccc(OC)cc3)CC2)cc1,-2,-4,2,i,-3,-0.7,5,-4,-5,0.2
Cc1cc(Cl)c(S(=O)(=O)Nc2ccc(Cl)cn2)cc1OCC(N)=O,-9,6,1,i,3,-0.9,-1,-4,0,-0.2
Cc1cc(NC(=O)C(C)Sc2nnc(NCc3ccco3)s2)no1 (centres undefined),4,7,10,i,4,0.2,10,2,0,-0.1
CCOC(=O)N1CCC(NC(=O)c2cc(C)c3c(C)nn(-c4ccccc4)c3n2)CC1,2,10,-3,i,-4,-0.8,-7,-1,-3,-0.8
COc1ccccc1-c1c(C(F)(F)F)oc2c(CN(C)C)c(O)ccc2c1=O,-4,7,3,i,0,-1.7,7,-3,-2,-0.3
CCN(CC)C(=O)[C@H]1CC(CC(=O)NCCCN(C)C)C(=O)N2CCc3c([nH]c4ccc(OC)cc34)[C@]12C (some centres undefined),4,-1,2,i,-3,-5.6,0,-1,-3,-0.3
CCC1Sc2ccc(S(=O)(=O)N3CCN(c4ccccc4)CC3)cc2NC1=O (centres undefined),-13,-1,-4,i,-2,4.2,-3,1,7,-0.3
Cc1ccc(S(=O)(=O)N2CCN(C(=O)CC(C)(C)C)CC2)cc1,-9,-1,-1,i,-2,1.4,11,7,-7,-0.8
CCc1nc2ccc(C(=O)Nc3cccc(OCC(=O)N(C)C)c3)cn2c1N(C=O)Cc1ccc(OC)cc1,/,-9,1,i,-1,-0.6,15,1,12,-0.4
COC(=O)C1=C(c2ccc(OC)cc2)OC(=O)C1(C)C,0,-4,5,i,1,2.4,2,-3,-5,-0.5
CCc1nnc(NC(=O)CCC(=O)N2CCN(c3ccccn3)CC2)s1,-7,6,0,i,1,0.0,1,-2,-6,-0.1
O=C(NN=C1CCCCC1)c1cc(-c2ccccc2)n[nH]1,-4,-2,5,i,-3,0.3,14,-12,-4,0.2
O=C(Cc1ccc(Cl)cc1)NCC(=O)N1CCN(Cc2ccccc2)CC1,-2,0,1,i,-4,-0.8,4,6,-1,0.2
CCOC(=O)c1c(NS(=O)(=O)c2cccc(OC)c2)sc2c1CCC2,-6,3,6,i,2,2.8,11,4,6,-0.1
O=C(NC12CC3CC(CC(C3)C1)C2)C1=COCCO1,-7,-4,0,i,1,-1.5,10,5,0,-0.6
O=C(c1cc(F)c(F)cc1Cl)N1CCN(c2ccc([N+](=O)[O-])c3ncccc23)CC1,-4,-20,-2,i,1,-0.3,2,5,4,0.9
CCCCOc1ccc(N(CC(=O)NC(C)C)C(=O)CCC(=O)Nc2ccccn2)cc1,-4,0,0,i,-2,-0.9,-11,-18,11,-0.5
COc1ccc(C(=O)CSc2nnc3ccccn23)cc1OC,-26,-5,0,i,-1,-0.3,-28,-5,-7,0.1
Cc1c(Cl)cccc1NC(=O)CNC(=O)c1ccc2c(c1)OCCO2,-3,-5,2,i,-1,-0.7,-107,2,3,-0.5

# Another view of part of the listing above:
canonical_smiles: O=C(Cc1ccc(Cl)cc1)NCC(=O)N1CCN(Cc2ccccc2)CC1
  Scp-1 inhibitor: -2
  SUMO1 PPI mod: 0
  DNMT1 block: 1
  Rpn11 block: i
  STEP block: -4
  LMPTP block: -0.8
  PABP1 MLLE inh: 4
  CSN deneddyl inh: 6
  NadD inh: -1
  Tb MetRS inh: 0.2

canonical_smiles: CCC1Sc2ccc(S(=O)(=O)N3CCN(c4ccccc4)CC3)cc2NC1=O (centres undefined)
  Scp-1 inhibitor: -13
  SUMO1 PPI mod: -1
  DNMT1 block: -4
  Rpn11 block: i
  STEP block: -2
  LMPTP block: 4.2
  PABP1 MLLE inh: -3
  CSN deneddyl inh: 1
  NadD inh: 7
  Tb MetRS inh: -0.3

# The listing continues.
SMILES,Scp-1 inhibitor,SUMO1 PPI mod,DNMT1 block,Rpn11 block,STEP block,LMPTP block,PABP1 MLLE inh,CSN deneddyl inh,NadD inh,Tb MetRS inh
CC(C)NCC(O)COc1c(F)cc(Br)cc1F (centres undefined),-5,1,1,i,-1,-2.7,4,-2,-1,-0.6
c1ccc2c(c1)CC1(CCCCC1)n1nnnc1-2,-1,1,0,i,2,-0.8,-10,0,-2,-0.4
CN(C)S(=O)(=O)c1ccc(NC(=O)CCNC(=O)c2ccco2)cc1,-2,5,-1,i,-2,-0.7,-7,4,-3,-0.3
O=C(N/C(=C/c1cccc(Br)c1)C(=O)N1CCOCC1)c1ccco1,/,-1,5,i,0,0.6,12,-1,-2,0.0
O=c1[nH]cc(Cc2ccccc2)c(=O)[nH]1,/,4,6,i,-3,-0.5,-10,0,0,0.1
CN(C)C(CNC(=O)C1CCN(S(=O)(=O)c2cccc(C(F)(F)F)c2)CC1)c1ccccc1 (centres undefined),-8,-8,0,i,-1,-8.6,15,-3,-11,0.2
Cc1cccc(Cn2nc(C(C)(C)C)cc2C(=O)N2CCOCC2)c1,-7,0,-1,i,-1,-1.1,-7,6,-2,0.4
COc1ccc(C=C2SC(=S)NC2=O)c(OC)c1OC,20,-10,4,i,1,-0.8,4,4,3,-0.5
Nc1nc(-c2ccc(Cl)cc2)nn1C(=O)c1cccnc1,-6,4,1,i,22,-1.5,-11,0,-1,-0.1
COc1ccc(C(=O)OCC(=O)c2ccc(C3CCCCC3)cc2)cc1,1,3,3,i,2,1.9,3,-3,2,-0.4
O=C1c2ccccc2CCC12OC2c1ccncc1 (centres undefined),/,-5,0,i,1,-0.2,2,-2,1,-0.3
C=CCn1c(SCC(=O)NCCOC)nnc1-c1cc2c(s1)CCC(CC)C2 (centres undefined),-3,-3,-1,i,2,-0.6,-21,-9,6,-0.9
Cc1noc(C)c1COc1cccc(C(=O)Nc2ccccc2N2CCOCC2)c1,-1,-4,-6,i,-3,1.0,-4,5,-1,0.0
Cc1ccc2c(c1)NC(=O)C(CC(=O)O)O2 (centres undefined),15,16,2,i,3,-1.1,-5,-4,-8,-0.5
O=C(c1cccc(F)c1)N1CCCC(C(=O)N2CCN(c3ccccc3)CC2)C1 (centres undefined),4,-1,4,i,0,-0.2,-5,1,-6,-0.8
Cc1onc(-c2ccccc2)c1-c1csc(COc2ccccc2)n1,-18,0,3,i,2,4.0,-8,-2,0,-0.2
Cc1ccc2nc(SCC(=O)Nc3cccc(Cl)c3)nc(=O)n2c1,1,-4,1,i,0,0.0,-15,0,-1,-0.3
O=C(c1cc(-c2ccncc2)nc2ccccc12)N1CCN(c2ccc(N3CCOCC3)nn2)CC1,3,-12,0,i,1,0.9,-3,0,4,0.3
CCCCCCc1cc2cc(C(=O)Nc3ccccc3)c(=O)oc2cc1O,-8,-3,7,i,-2,-3.0,-6,1,8,-0.7
COc1cccc(NC(=O)CN(c2cccc(C(F)(F)F)c2)S(C)(=O)=O)c1,-8,2,-7,i,-1,-0.5,-1,0,2,0.2
CN(c1ccc(OCC(=O)Nc2nc3ccccc3s2)cc1)S(=O)(=O)c1ccccc1,-2,1,-4,i,5,1.9,-7,4,1,-0.2
CC(C)CN(CC(C)C)c1ccc(/C=N/n2cnnc2)cc1[N+](=O)[O-],-3,-17,1,i,7,3.4,10,-2,-1,-0.3
O=C1C2C3CCCC3=C3CCCC3C2C(=O)N1c1ccccc1 (centres undefined),-13,-14,5,i,2,3.3,19,-1,-1,0.0
O=S(=O)(Nc1cccc2c1CCCC2)c1cccc(C(F)(F)F)c1,-4,-1,0,i,-2,2.6,-4,-1,-9,-0.3
CN(C)c1ccc(C(C(=O)NC2CCCC2)N(C(=O)c2csnn2)C2CC2)cc1 (centres undefined),3,1,1,i,2,0.0,15,1,0,-0.4
Cc1ccnc(N2CCN(c3cc(C)c(C#N)c4nc5ccccc5n34)CC2)c1,-2,9,5,i,1,4.4,6,3,12,-0.3
COc1ccc(/C=C/C(=O)Oc2ccc(/C=N/NC(=O)c3ccncc3)cc2)cc1,-3,-1,2,i,6,19,1,7,1,-0.2
COc1ccc(CN2CCNC(=O)C2CC(=O)N(C)Cc2nonc2C)c(F)c1 (centres undefined),-5,7,-3,i,1,-1.0,3,1,1,-0.2
S=C(Nc1ccccc1Cl)Nc1ccc(Cl)cc1Cl,0,-4,0,i,-2,-0.5,7,0,7,-1.0
CSCCC(NC(=O)COc1ccccc1)C(=O)NCC1COc2ccccc2O1 (centres undefined),-2,4,-1,i,-1,1.4,7,3,-9,-0.4
Cn1cc(S(=O)(=O)Nc2ccc3c(c2)OCCO3)cn1,-7,-2,-1,i,2,-1.1,-3,-6,-5,0.4
COc1ccc(C2C(C#N)=C(N)N(c3cccnc3)C3=C2C(=O)CC(C)(C)C3)cc1OC (centres undefined),-7,-14,-7,i,0,-1.9,9,2,1,0.8
CC1=C(C(=O)NC(C)c2ccc3c(c2)OCCO3)C2(CCC(C)CC2)OC1=O (centres undefined),-8,3,-2,i,-1,0.2,3,-5,-2,-0.6
CCN(CC)C(C)C(=O)Nc1c2c(cc3c1CCC3)CCC2 (centres undefined),-11,1,-9,i,-4,-2.1,1,2,1,-0.2
FC(F)(F)c1cc(CCN2C(=S)NC[C@@H]2c2ccccc2)cc(C(F)(F)F)c1,-8,-2,5,i,0,3.1,-41,-4,-3,-0.3
